Screens from PubChem.
Platelet DG rel = modulates dense granule release in human platelets; human platelet-rich plasma, SFLLRN dense granule ATP release, luminescence; 0.22% of 300,000 active; inhibition, %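 (compounds screened at 7.5 µM in platelet-rich plasma)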; AID 1663;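 active = mean replicate score, as percent of positive control, at or above 50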
DYRK1A inh = blocks rat Dyrk1A kinase activity. Q63470. ADP-Glo luminescence, NFATc1 peptide. inhibition, % at 12.5 µM. 0.43% of 310,000 active; in the data active = inhibition above about 50%;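 also: plate controls were vehicle with enzyme for no effect and no enzyme for full effect; many of its hits are not listed in these tables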
GSK3beta inhib = blocks human GSK3beta kinase activity | 0.038% of 300,000 active | GST-GSK3beta kinase, ADP-Glo luminescence, 60 min; stronger effect = lower value | P49841 | activity score (negative = inhibition), % at 10 µM | AID 2097;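 active = more than half of replicate wells score below -50%, meaning over 50% inhibition versus plate controls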;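 also: 0% = median DMSO wells and -100% = median GW8510 positive control wells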
Target sequence (P49841 whole entry, looked up): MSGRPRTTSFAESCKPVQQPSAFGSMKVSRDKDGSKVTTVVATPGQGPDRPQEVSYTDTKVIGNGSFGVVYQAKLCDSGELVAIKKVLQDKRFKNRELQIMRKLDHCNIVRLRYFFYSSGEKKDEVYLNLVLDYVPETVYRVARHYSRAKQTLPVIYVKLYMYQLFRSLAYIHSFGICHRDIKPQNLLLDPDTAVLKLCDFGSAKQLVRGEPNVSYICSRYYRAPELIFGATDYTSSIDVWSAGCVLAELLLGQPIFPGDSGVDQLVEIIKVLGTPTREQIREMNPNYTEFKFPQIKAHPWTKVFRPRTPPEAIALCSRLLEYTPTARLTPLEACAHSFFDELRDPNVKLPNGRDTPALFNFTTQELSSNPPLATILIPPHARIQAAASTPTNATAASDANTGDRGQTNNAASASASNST
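test system = GST-tagged human GSK3beta kinase, cell-free | reagent = 25 µM ATP with peptide substrate | dosing = one dose of 10 µM per compound | schedule = 60 min reaction, RT | detection = luminescent ADP-Glo measurement of ADP formed | control set = DMSO neutral wells and GW8510 at 20 µM as positive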
KLF5 inhibitor = inhibitors of KLF5 expression | DLD-1 KLF5 promoter-luciferase reporter, luminescence | AID 1700 | 0.23% of 290,000 active | inhibition, % at 5 µM;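 active = inhibition above a per-plate limit of that plate's mean compound inhibition plus 3 SD, cut at about 60% in these data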;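 also: 0% = DMSO wells and 100% = LY294002 at 200 µM; higher means less KLF5 promoter-driven luciferase light; inactives centre near -14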
HSF1 activator = increases HSF-1 driven luciferase reporter signal; activation, % at 9 µM; NIH3T3-HGL HSF-1 luciferase reporter, MG132, 8 h; 100% = twice DMSO control signal; 1.7% of 300,000 active;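 active = mean replicate activation of at least 50% with a set share of replicates each reaching 50%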;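 also: 0% = median of the neutral control wells and 100% = twice that signal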
aSyn 5UTR inh = 5' untranslated region of α-synuclein, MLPCN primary screen; alpha-synuclein 5'UTR reporter, inhibitor activity; inhibition, % (tested at 7.5 µM); 0.82% of 300,000 active; in the data active = inhibition above about 60%;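 also: H4 neuroglioblastoma cells stably carrying SNCA 5'UTR luciferase fusion; 0% = DMSO wells and 100% = positive control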
IEC-6 tox = IEC-6 cytotoxicity, counter-screen for KLF5 inhibitors. 0.78% of 290,000 active. luminescence viability. inhibition, % at 5 µM. AID 1825; in the data active = inhibition above about 22%;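 also: 0% = plate median of test compound wells and 100% = cytotoxic reference compound wells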
HSP90 inh = blocks HSP90-mediated luciferase refolding in reticulocyte lysate; Rabbit reticulocyte lysate, luciferase refolding luminescence, 3 h; inhibition, % at 5.6 µM; 0.91% of 290,000 active; AID 1789;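 active = inhibition above the screen-wide mean plus 3 SD, computed separately per campaign, cut at about 16% in these data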;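 also: 0% = DMSO wells and 100% = 60 µM geldanamycin wells; inhibitors lower the luminescence because luciferase stays unfolded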
HSF1 inhib = HSF1 inhibition; NIH3T3-HGL HSE-luciferase, MG132-induced, luminescence 8 h; stronger effect = lower value; activity change, negative = inhibition, % at 7.5 µM (by protocol); 0.77% of 300,000 active; AID 2098;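 active = more than half of replicate wells show activity change below -50%, luminescence cut by over half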;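 also: luciferase reports HSF-1 transcriptional activity via heat shock element; 0% = median of DMSO wells and -100% = zero luminescence signal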
GSK3A inh = blocks human GSK-3 alpha kinase | 0.1% of 320,000 active | P49840 | inhibition, % at 10 µM | ADP-Glo luminescence, 60 min;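 in the data active = inhibition above about 50%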;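 also: GST-tagged GSK-3 alpha with peptide substrate and 25 µM ATP; 0% = DMSO neutral wells and 100% = GW8510 positive control wells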
Target sequence (P49840 whole entry, looked up): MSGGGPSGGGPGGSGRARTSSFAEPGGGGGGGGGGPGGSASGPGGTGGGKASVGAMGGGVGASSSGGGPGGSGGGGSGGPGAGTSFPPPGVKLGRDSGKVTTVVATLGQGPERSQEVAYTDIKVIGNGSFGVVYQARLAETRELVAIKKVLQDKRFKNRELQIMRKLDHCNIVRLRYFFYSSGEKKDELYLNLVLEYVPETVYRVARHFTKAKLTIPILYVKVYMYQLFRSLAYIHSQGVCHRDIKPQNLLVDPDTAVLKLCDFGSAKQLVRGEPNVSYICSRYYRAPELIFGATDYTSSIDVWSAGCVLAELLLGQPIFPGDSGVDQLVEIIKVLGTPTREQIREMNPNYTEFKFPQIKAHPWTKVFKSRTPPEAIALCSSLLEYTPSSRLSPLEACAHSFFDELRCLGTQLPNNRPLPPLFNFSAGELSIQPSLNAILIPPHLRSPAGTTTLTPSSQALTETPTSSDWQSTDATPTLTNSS
* = called active by the depositor. A portion of the library. The share of hits here may be higher or lower than overall.

`CC(C)NC(=O)c1ccc(CNC(=O)OCC(F)(F)F)cc1` gave Platelet DG rel -2, DYRK1A inh 0, GSK3beta inhib 3, KLF5 inhibitor 0, HSF1 activator -15, aSyn 5UTR inh 9, IEC-6 tox 2, HSP90 inh 5, HSF1 inhib -2 and GSK3A inh 5.
`Cc1nn(-c2ccc(F)cc2)c(C)c1/C=C/C(=O)N1CCNC(=O)C1` gave Platelet DG rel 0, DYRK1A inh 5, GSK3beta inhib -24, KLF5 inhibitor -1, HSF1 activator 4, aSyn 5UTR inh 19, IEC-6 tox 0, HSP90 inh 0, HSF1 inhib 12 and GSK3A inh 1.
Screening COC(=O)[C@@H]1C[C@@]2(O)[C@H](O)[C@H](O)[C@H](O)C[C@H]2N1Cc1ccc(C(C)(C)C)cc1 returned Platelet DG rel -1, DYRK1A inh 8, GSK3beta inhib 0, HSF1 activator -21, aSyn 5UTR inh -4, HSF1 inhib -7 and GSK3A inh 0.
Cc1noc2ncnc(Oc3cc(Cl)ccc3Cl)c12 was read as Platelet DG rel 15, DYRK1A inh 5, GSK3beta inhib 2, KLF5 inhibitor -11, HSF1 activator 21, aSyn 5UTR inh -1, IEC-6 tox 0, HSP90 inh -4, HSF1 inhib 15 and GSK3A inh 1.
`CC(C)(C)n1ncc2c(=O)n(CC(=O)NCc3ccccc3Cl)cnc21` gave Platelet DG rel -21, DYRK1A inh 2, GSK3beta inhib 3, KLF5 inhibitor -151, HSF1 activator 30, aSyn 5UTR inh -90, IEC-6 tox -13, HSP90 inh 14, HSF1 inhib 21 and GSK3A inh -2.
For O=C(NCC(c1ccco1)N1CCCCC1)C(c1ccccc1)c1ccccc1 (centres undefined) the results were Platelet DG rel -2, DYRK1A inh -2, GSK3beta inhib 2, KLF5 inhibitor -29, HSF1 activator 8, aSyn 5UTR inh -7, IEC-6 tox 3, HSP90 inh 3, HSF1 inhib -6 and GSK3A inh -3.
CC(C)OC(=O)CC1C(=O)NCCN1C(=S)NC(=O)c1cccs1 (centres undefined) was read as Platelet DG rel -1, DYRK1A inh -5, GSK3beta inhib 12, KLF5 inhibitor 3, HSF1 activator -15, aSyn 5UTR inh -2, IEC-6 tox 5, HSP90 inh -2, HSF1 inhib -13 and GSK3A inh -3.
Screening NC(=O)NC(c1ccccc1)c1cccc2ccccc12 (centres undefined) returned Platelet DG rel 11, DYRK1A inh 8, GSK3beta inhib 2, KLF5 inhibitor -38, HSF1 activator -1, aSyn 5UTR inh 1, IEC-6 tox -4, HSP90 inh -3, HSF1 inhib 2 and GSK3A inh -2.
`CCOC(=O)c1cc(CC)sc1NC(=O)Cc1ccsc1` gave Platelet DG rel 2, DYRK1A inh 7, GSK3beta inhib -5, KLF5 inhibitor -24, HSF1 activator -47, aSyn 5UTR inh 47, IEC-6 tox 10, HSP90 inh 5, HSF1 inhib -33 and GSK3A inh 0.
For CCOC(=O)N1CCC(N2CCCC(C(=O)c3cccc(OC)c3)C2)CC1 (centres undefined) the results were Platelet DG rel -1, DYRK1A inh -5, GSK3beta inhib 2, KLF5 inhibitor -32, HSF1 activator -40, aSyn 5UTR inh -12, IEC-6 tox -6, HSP90 inh 1, HSF1 inhib -25 and GSK3A inh -3.
For CCOC(=O)Cc1csc(SCC(=O)NC2CCCC(C)C2C)n1 (centres undefined) the results were Platelet DG rel -4, DYRK1A inh -5, GSK3beta inhib 1, KLF5 inhibitor -15, HSF1 activator 32, aSyn 5UTR inh -15, IEC-6 tox -4, HSP90 inh 1, HSF1 inhib 15 and GSK3A inh -3.
Screening CSc1ccccc1C(=O)Nc1cccc(C)c1 returned Platelet DG rel 1, DYRK1A inh 0, GSK3beta inhib -3, KLF5 inhibitor -18, HSF1 activator 12, aSyn 5UTR inh -50, IEC-6 tox 1, HSP90 inh 6, HSF1 inhib 8 and GSK3A inh 4.
For Cc1cc(C)c2sc(N(CCCN(C)C)C(=O)c3ccc(S(=O)(=O)N4CCCc5ccccc54)cc3)nc2c1 the results were Platelet DG rel 2, DYRK1A inh 1, GSK3beta inhib 1, HSF1 activator 0, aSyn 5UTR inh -1, HSF1 inhib 2 and GSK3A inh -1.
Screening COc1ccc(C(=O)c2c[nH]c(C(=O)NCCCN3CCOCC3)c2)cc1 returned Platelet DG rel -2, DYRK1A inh -4, GSK3beta inhib -5, KLF5 inhibitor -8, HSF1 activator 21, aSyn 5UTR inh -21, IEC-6 tox -5, HSP90 inh -2, HSF1 inhib 9 and GSK3A inh 5.
O=C(CSc1ccc2nnc(-c3ccccn3)n2n1)NCc1ccc2c(c1)OCO2 was read as Platelet DG rel 10, DYRK1A inh 8, GSK3beta inhib 3, KLF5 inhibitor -3, HSF1 activator 12, aSyn 5UTR inh -13, IEC-6 tox -6, HSP90 inh -4, HSF1 inhib -7 and GSK3A inh -1.

Retrieved by structure from the entries so far, 4 records:
`CC(C)NC(=O)c1ccc(CNC(=O)OCC(F)(F)F)cc1` gave Platelet DG rel -2, DYRK1A inh 0, GSK3beta inhib 3, KLF5 inhibitor 0, HSF1 activator -15, aSyn 5UTR inh 9, IEC-6 tox 2, HSP90 inh 5, HSF1 inhib -2 and GSK3A inh 5.
Screening COc1ccc(C(=O)c2c[nH]c(C(=O)NCCCN3CCOCC3)c2)cc1 returned Platelet DG rel -2, DYRK1A inh -4, GSK3beta inhib -5, KLF5 inhibitor -8, HSF1 activator 21, aSyn 5UTR inh -21, IEC-6 tox -5, HSP90 inh -2, HSF1 inhib 9 and GSK3A inh 5.
Screening CSc1ccccc1C(=O)Nc1cccc(C)c1 returned Platelet DG rel 1, DYRK1A inh 0, GSK3beta inhib -3, KLF5 inhibitor -18, HSF1 activator 12, aSyn 5UTR inh -50, IEC-6 tox 1, HSP90 inh 6, HSF1 inhib 8 and GSK3A inh 4.
For O=C(NCC(c1ccco1)N1CCCCC1)C(c1ccccc1)c1ccccc1 (centres undefined) the results were Platelet DG rel -2, DYRK1A inh -2, GSK3beta inhib 2, KLF5 inhibitor -29, HSF1 activator 8, aSyn 5UTR inh -7, IEC-6 tox 3, HSP90 inh 3, HSF1 inhib -6 and GSK3A inh -3.

More structures follow:
CCCc1nnc(NC(=O)CC(C)c2ccccc2)s1 (centres undefined) was read as Platelet DG rel -2, DYRK1A inh 2, GSK3beta inhib 0, KLF5 inhibitor -32, HSF1 activator 17, aSyn 5UTR inh -8, IEC-6 tox -3, HSP90 inh 1, HSF1 inhib -4 and GSK3A inh -2.
`CN1CCN(c2ccc(S(=O)(=O)N3CCOCC3)cc2)CC1` gave Platelet DG rel 5, DYRK1A inh 12, GSK3beta inhib 1, KLF5 inhibitor -38, HSF1 activator -5, aSyn 5UTR inh 5, IEC-6 tox 0, HSP90 inh -3, HSF1 inhib 5 and GSK3A inh -2.
For COc1cc(NC(=O)CCS(=O)(=O)c2ccc3c(c2)oc(=O)n3C)cc(OC)c1 the results were Platelet DG rel 10, GSK3beta inhib -1, KLF5 inhibitor 1, HSF1 activator -17, aSyn 5UTR inh 7, IEC-6 tox -6, HSP90 inh -5, HSF1 inhib -4 and GSK3A inh -1.
For Cc1c(Nc2ccc(C=O)cc2)c(=O)n(-c2ccccc2)n1C the results were Platelet DG rel 2, DYRK1A inh -3, GSK3beta inhib 0, KLF5 inhibitor -28, HSF1 activator -7, aSyn 5UTR inh 0, IEC-6 tox 5, HSP90 inh 2, HSF1 inhib 0 and GSK3A inh 1.
For O=c1c(-c2ccc(Oc3ccccc3)cc2)[n+]([O-])c2ccccc2n1OCc1ccccn1 the results were Platelet DG rel 1, DYRK1A inh -2, GSK3beta inhib 3, KLF5 inhibitor -31, HSF1 activator -2, aSyn 5UTR inh 14, IEC-6 tox 1, HSP90 inh 9, HSF1 inhib -5 and GSK3A inh -3.
For CCCCCCn1nc(C(=O)OCC(=O)NC2CCS(=O)(=O)C2)c2ccccc2c1=O (centres undefined) the results were Platelet DG rel -3, GSK3beta inhib 2, KLF5 inhibitor 8, HSF1 activator 26, aSyn 5UTR inh -16, IEC-6 tox -2, HSP90 inh -2, HSF1 inhib 6 and GSK3A inh -3.
For COc1ccc(N(C(=O)c2ccco2)C(C(=O)NC2CCCC2)c2ccc(N(C)C)cc2)cc1OC (centres undefined) the results were Platelet DG rel -23, DYRK1A inh 8, GSK3beta inhib -12, KLF5 inhibitor -16, HSF1 activator -22, aSyn 5UTR inh -1, IEC-6 tox 0, HSP90 inh 0, HSF1 inhib 0 and GSK3A inh -3.
CC(C)CC(=O)NNC(=O)c1ccc(Cl)cc1 was read as Platelet DG rel 0, DYRK1A inh -31, GSK3beta inhib -1, KLF5 inhibitor -33, HSF1 activator 1, aSyn 5UTR inh -1, IEC-6 tox -1, HSP90 inh 5, HSF1 inhib -4 and GSK3A inh -6.
Screening COc1ccc(/C(C)=N/NC(=O)CNC(=O)c2cccnc2)cc1OC returned Platelet DG rel 1, DYRK1A inh 2, GSK3beta inhib 0, KLF5 inhibitor -2, HSF1 activator -12, aSyn 5UTR inh 14, IEC-6 tox -1, HSP90 inh 0, HSF1 inhib 3 and GSK3A inh -1.
Screening OC(COc1ccc(Br)cc1)CN1CCCC1 (centres undefined) returned Platelet DG rel 8, DYRK1A inh 3, GSK3beta inhib 1, KLF5 inhibitor -40, HSF1 activator 8, aSyn 5UTR inh 6, IEC-6 tox -2, HSP90 inh -4, HSF1 inhib -7 and GSK3A inh 0.
For Fc1ccc(CNc2nc(-c3ccco3)cc(C(F)(F)F)n2)cc1 the results were Platelet DG rel -2, DYRK1A inh 3, GSK3beta inhib 0, KLF5 inhibitor -7, HSF1 activator 13, aSyn 5UTR inh -1, IEC-6 tox 6, HSP90 inh -4 and HSF1 inhib 6.
`COc1ccc(NC(=O)COC(=O)C2CCN(S(=O)(=O)c3cccs3)CC2)cc1` gave Platelet DG rel 4, DYRK1A inh 0, GSK3beta inhib 0, KLF5 inhibitor -55, HSF1 activator 2, aSyn 5UTR inh 7, IEC-6 tox 5, HSP90 inh -1, HSF1 inhib 0 and GSK3A inh 0.
For Cn1c(=O)oc2ccc(C(=O)CSc3nnnn3-c3ccccc3)cc21 the results were Platelet DG rel -6, DYRK1A inh -8, GSK3beta inhib -1, KLF5 inhibitor -3, aSyn 5UTR inh -27, IEC-6 tox -4, HSP90 inh 2 and GSK3A inh -1.
Screening Cc1c(C)c2c(OCC(=O)N3CCC(C(=O)O)CC3)cc3c(c2oc1=O)CCC(C)(C)O3 returned Platelet DG rel -2, DYRK1A inh 12, GSK3beta inhib 5, KLF5 inhibitor -9, HSF1 activator -6, aSyn 5UTR inh 0, IEC-6 tox -1, HSP90 inh -5, HSF1 inhib -3 and GSK3A inh 1.
`CC[C@H](C)[C@@H](C(=O)N1CCNCC1)n1cc([C@@H](N)Cc2ccc(O)cc2)nn1` gave Platelet DG rel -3, DYRK1A inh 1, GSK3beta inhib -7, KLF5 inhibitor 2, HSF1 activator -9, aSyn 5UTR inh 15, IEC-6 tox 2, HSP90 inh -1, HSF1 inhib -5 and GSK3A inh 1.
